BLM helicase inh – blocks DNA unwinding by human BLM helicase | P54132 | recombinant BLM DNA unwinding, fluorescence dequenching | Potency, µM (top dose mostly 56.1 µM), inactives show at the top dose activity change, negative = inhibition, usual class: inhibitors | 0.2% of 350,000 active | AID 2528;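 also: plate controls were vehicle for no effect and no enzyme for full effect; nearly all actives have a fitted effect of over 35% in size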
BAZ2B inh – inhibitors of human BAZ2B bromodomain; AID 504333; Potency, µM (series often up to 114 µM), for inactives: at the top dose activity change, negative = inhibition, usual class: inhibitors; AlphaScreen BAZ2B-H3K14Ac peptide displacement; Q9UIF8; 4.4% of 360,000 active; also: % is scaled to controls: 0 for no effect and ±100 for the full control effect; nearly all actives have a fitted effect of over 60% in size
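AlphaScreen displacement of biotin-H3(5-23)K14Ac peptide (50 nM final) from BAZ2B (50 nM final) in PBS pH 7.4, 0.01% Tween-20; complex preformed 30 min RT, then compounds (top 110 uM) 30 min RT, beads 20 min dark.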
GLS inhibitor – inhibitors of human glutaminase (GLS); O94925; GLS enzymatic activity, qHTS titration; Potency, µM (doses to about 45.5 µM), for inactives: at the top dose activity change, negative = inhibition, most hits filed as inhibitors; 0.21% of 410,000 active; AID 624170; also: % is scaled to controls: 0 for no effect and ±100 for the full control effect
Target sequence (O94925 whole entry, looked up): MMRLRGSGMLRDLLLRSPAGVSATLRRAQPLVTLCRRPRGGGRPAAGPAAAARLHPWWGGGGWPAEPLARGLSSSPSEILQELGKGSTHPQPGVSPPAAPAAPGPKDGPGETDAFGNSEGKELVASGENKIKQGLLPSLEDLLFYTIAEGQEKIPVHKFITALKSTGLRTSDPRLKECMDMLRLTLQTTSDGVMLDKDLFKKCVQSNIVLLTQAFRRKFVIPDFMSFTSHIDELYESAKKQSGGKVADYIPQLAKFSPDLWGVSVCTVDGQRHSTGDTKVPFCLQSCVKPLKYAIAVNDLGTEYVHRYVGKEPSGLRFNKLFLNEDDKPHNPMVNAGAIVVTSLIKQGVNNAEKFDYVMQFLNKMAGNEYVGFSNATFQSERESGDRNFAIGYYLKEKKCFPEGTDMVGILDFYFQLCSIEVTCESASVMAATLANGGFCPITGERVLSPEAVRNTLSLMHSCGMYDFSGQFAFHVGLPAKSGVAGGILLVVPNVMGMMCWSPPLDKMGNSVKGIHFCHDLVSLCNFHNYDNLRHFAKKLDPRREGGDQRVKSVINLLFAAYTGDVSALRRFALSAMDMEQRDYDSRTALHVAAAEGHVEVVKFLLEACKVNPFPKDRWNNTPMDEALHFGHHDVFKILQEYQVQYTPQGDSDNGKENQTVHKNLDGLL
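hKGA in 45 mM KH2PO4 (pH 8.2), 0.02% Tween-20 with compound, then 1mM L-Glutamine (stock as added) plus glutamate oxidase/HRP/Amplex red coupling mix. Fluorescence read initially and after 30 min at RT; signal change reflects glutamate formation.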
JMJD2A Tudor inh – JMJD2A Tudor domain (human) inhibition; AlphaScreen JMJD2A-Tudor / H3K4me3 peptide binding; AID 504339; Potency, µM (series often up to 114 µM), for the others: top-dose activity change, negative = inhibition, most hits filed as inhibitors; O75164; 4.4% of 390,000 active; also: % is scaled to controls: 0 for no effect and ±100 for the full control effect; nearly all actives have a fitted effect of over 50% in size
PGK inhibitor – inhibitors of T. brucei phosphoglycerate kinase; P07378; PGK/GAPDH coupled, Kinase-Glo luminescence, 60 min; Potency, µM (series often up to 57.5 µM), for inactives: top-dose activity change, negative = inhibition, usual class: inhibitors; 0.043% of 380,000 active; AID 602233; also: % is scaled to controls: 0 for no effect and ±100 for the full control effect; nearly all actives have a fitted effect of over 60% in size
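Recombinant glycosomal PGK reaction used 1,3-bisphosphoglycerate generated in-well by GAPDH (100nM final) in 100mM TEA pH 7.6, 5mM MgCl2, 0.01% Tween-20. After 60 minutes at room temperature, ATP was read by Kinase-Glo Plus luminescence end-point.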
HP1b chromo inh – HP1-beta chromodomain-methylated histone interaction inhibition. P83916. AlphaScreen HP1-beta / biotin-H3K9me3 peptide binding. Potency, µM (highest dose often 114 µM), without a hit: at the top dose activity change, negative = inhibition, usual class: inhibitors. 0.56% of 390,000 active. AID 540317; also: nearly all actives have a fitted effect of over 70% in size; inactives centre near 23
Target sequence (P83916 whole entry, looked up): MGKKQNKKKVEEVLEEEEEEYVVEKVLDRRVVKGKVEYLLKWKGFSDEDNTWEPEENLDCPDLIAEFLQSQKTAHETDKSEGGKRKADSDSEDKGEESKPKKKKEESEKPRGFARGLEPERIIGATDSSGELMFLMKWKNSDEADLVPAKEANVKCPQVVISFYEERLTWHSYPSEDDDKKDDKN
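Compound inhibition of the preformed complex between 50 nM HP1-beta and 50 nM biotinylated H3K9me3 peptide was read by AlphaScreen. Buffer was PBS pH 7.4 with 0.01% Tween-20. Incubations ran 30 min at room temperature, with 10 ug/mL donor/acceptor beads.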
Pin1 inh – blocks the human prolyl isomerase Pin1; AID 504891; Potency, µM (titrated, usually from 115 µM), inactives show at the highest dose activity, negative = inhibition, actives largely listed as inhibitors; Pin1 FP peptide displacement, HiFluor488, 10 min; 0.009% of 390,000 active; active = well fitted inhibition curve with a large enough effect in the polarisation, with a control signal flat, not every such curve was filed as active; inconclusive = small, poorly fitted or top-dose-only effect, or effect the other way, or a change in a side signal; inactive = no such curve, though single readings can be large or run the other way; the % refers to the polarisation; also: % is scaled to controls: 0 for no effect and ±100 for the full control effect
Target sequence (Q13526 whole entry, looked up): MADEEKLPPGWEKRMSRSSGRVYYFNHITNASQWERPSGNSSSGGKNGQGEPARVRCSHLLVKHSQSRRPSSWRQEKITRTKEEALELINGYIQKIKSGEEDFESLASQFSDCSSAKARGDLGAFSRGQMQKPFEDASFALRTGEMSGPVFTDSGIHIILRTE
G9a block – blocks human histone lysine methyltransferase G9a | Potency, µM (series often up to 102 µM), without a hit: at the highest dose activity, negative = inhibition, actives largely listed as inhibitors | G9a H3K9 monomethylation, AlphaScreen, 2 h | AID 504332 | 8.8% of 350,000 active | Q96KQ7; also: % is scaled to controls: 0 for no effect and ±100 for the full control effect; nearly all actives have a fitted effect of over 75% in size
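Chemiluminescent proximity detection of H3K9 monomethylation, read after 10 min bead incubation in the dark. Reaction: 20 nM G9a, 500 nM biotin-H3K9 peptide, 20 uM SAM cofactor, 2 h, room temperature, following 15 min enzyme-compound preincubation.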
POLI inh – blocks human DNA polymerase iota activity; Q9UNA4; Pol iota fluorescent replication assay, 10 min; Potency, µM (doses to about 115 µM), for inactives: at the top dose activity, negative = inhibition, most hits filed as inhibitors; 1% of 390,000 active
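Pol iota at 10 nM preincubated 15 min with compounds at room temperature; reaction started with fluorescent substrate, 50 nM final. Fluorescence read kinetically at 0 and 10 min; buffer-only wells as negative control.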
* marks the source's active call; other numbers are inactive results; i = inactive; u = inconclusive; x = not tested or not shown; & = joins results of further samples; [ ] = dose if it differs, or a comment. Unless noted, calls follow the shape of the dose curve; as a rule, active = well fitted curve in the direction sought with a large enough effect; inconclusive = small, poorly fitted or top-dose-only effect, or another doubt; inactive = no such curve, though single readings can be large; an effect the other way counts as inactive or inconclusive. Potency is read from the fitted curve at half-maximal effect.

JMJD2A Tudor inh,PGK inhibitor,BLM helicase inh,POLI inh,GLS inhibitor,Pin1 inh,HP1b chromo inh,G9a block,BAZ2B inh,structure
-6.9%,-4.4%,-0.9%,15.8%,-4.4%,-2.8%,47.6%[activator],31.6µM*,-9.9%,Cc1ccc(-n2nc3c(c2NC(=O)CC(C)C)CS(=O)C3)cc1 (centres undefined)
-13.3%,3.3%,-3.8%,25.4%,11.6%,-8.7%,5.6%,10.1%,-3.8%,CC1CCN(C(=O)CSc2nnc(-c3cccnc3)o2)CC1
-14.3%,-12.3%,-7.8%,105.7%[activator],1.2%,0.5%,37.2%,8.9%[59 µM],-32.0%,CCOC(CCn1c(SCc2cccc([N+](=O)[O-])c2)nc2ccccc2c1=O)OCC
-11.5%,7.8%,0.4%,-8.0%,4.3%,2.7%,66.2%[activator],x,-5.0%,CCS(=O)(=O)c1nc(S(=O)(=O)c2ccc(Cl)cc2)c(NCCCN2CCCC2=O)s1
-1.8%,i,-2.4%,63.8%[activator],-10.9%,2.4%,54.3%[activator],3.8%,1.8%,Nc1nonc1-n1nnc(C(=O)N/N=C/c2cccc(Cl)c2)c1CSc1ccccc1
4.5%,-0.4%,2.9%,8.4%,u,3.0%,17.8%,50.1µM*,4.3%,Cc1c(OCc2nn[nH]n2)ccc2c3c(c(=O)oc12)CCC(C)C3 (centres undefined)
-20.5%,-6.2%,-5.8%,4.0%,0.8%,-1.1%,14.8%,6.9%[59 µM],-33.5%,CCN(CC)c1ccc(N2C(=O)/C(=C\c3cccs3)SC2=S)cc1
-10.3%,0.0%,-6.9%,21.8%,-2.1%,0.3%,x,42.0%,-27.1%,COc1ccc(CCN(C)C(=O)c2c(C)nn(CC(C)C)c2Cl)cc1OC
-10.9%,i,-3.1%,-15.9%,-3.3%,-3.9%,11.3%,x,-3.0%,O=c1c2ccccc2ncn1CCOCCOc1ccc([N+](=O)[O-])cc1
-16.7%,-1.6%,x,13.8%,7.0%,0.1%,12.0%,8.1%,-3.0%,CC(=O)Nc1ccc(NC(=O)CSc2nnc3ccc(-c4ccccn4)nn23)cc1
-17.2%,-3.5%,-0.5%,-5.3%,1.7%,12.6%,34.1%,16.9%,-10.8%,N#CCC(=O)Nc1ncc(Cc2ccccc2Cl)s1
-18.2%,-8.1%,-4.9%,20.2%,-6.9%,-3.9%,7.5%,2.6%,0.1%,O=C1CC(c2cccc(F)c2)SC(N(c2ccccc2)c2ccccc2)=N1 (centres undefined)
u,1.6%,-0.7%,22.4%,4.0%,20.8%,14.8%,-34.5%[12.7 µM],-0.1%,CCCCn1c(NC(=O)CC)c(C#N)c2nc3ccccc3nc21
-4.7%,i,x,24.4%,-1.2%,9.3%,28.8%,-24.0%[59 µM],8.9%,Cc1ccc(CNC(=O)COC(=O)c2ccc(S(=O)(=O)NCc3ccco3)cc2)cc1
-13.0%,1.4%,0.0%,-8.1%,u,-3.6%,13.3%,-0.2%,3.7%,CCCCN(CC)Cc1ccc(CNC(=S)Nc2ccccc2F)o1
-21.7%,-0.2%,2.1%,17.2%,-21.8%,-0.4%,23.6%,-5.5%,-5.2%,CC(C)C1CC(CCNCc2ccc3c(c2)OCO3)(c2ccccc2)CCO1 (centres undefined)
-32.0%,-8.2%,-3.5%,-16.3%,3.4%,0.0%,13.6%,22.9%[59 µM],u,CCC1=NN(C(=O)c2ccc(C)cc2)C(O)(c2ccc(Br)cc2)C1 (centres undefined)
-12.2%,-9.5%,-1.0%,6.9%,-7.0%,-0.9%,6.6%,u,5.6%,COCCSc1ccccc1C(=O)Nc1nccs1
-8.6%,-1.2%,3.4%,-6.8%,-11.9%,-2.3%,26.4%,7.7%[59 µM],-2.4%,CC(=O)N(Cc1c(C#N)c2ccccc2n1C)c1ccccc1
-20.9%,7.1%,-5.8%,11.0%,15.0%,-8.5%,19.5%,-4.0%[12.7 µM],-26.0%,CN1CCc2c(c3ccccc3n2C)C1
-11.3%,x,-16.3%,-10.1%,16.2%,39.8%[activator],0.8%,6.2%[59 µM],u,CCc1ccccc1NC(=O)C1CCN(C2=NS(=O)(=O)C(c3ccc(C)c(C)c3)=C2C)CC1
1.7%,-6.7%,x,-4.4%,-2.3%,-4.9%,57.8%[activator],9.8%[2.33 µM],6.9%,Cc1c(Br)cnn1C(C)C(=O)N1CCN(c2ccccc2F)CC1 (centres undefined)
5.5%,4.8%,-0.2%,3.1%,-0.6%,6.4%,56.8%[activator],13.2%[59 µM],-1.6%,O=C(COC(=O)Cc1ccc(Br)cc1)NCC1CCCCC1
-27.2%,-6.2%,-6.5%,-18.7%,-6.8%,u,20.2%,-32.1%[59 µM],-17.0%,Cc1cc(C)cc(-n2c(C)nc3cc(C(=O)NCc4ccccc4Cl)ccc32)c1
7.6%,-3.7%,0.6%,-2.3%,4.7%,-3.5%,10.2%,5.3%[59 µM],-0.9%,CCN(CC)CCNC(=O)Cn1ncc2c([nH]c3ccccc32)c1=O

3 compounds out of the list above, sorted by the number in Pin1 inh, low to high:
JMJD2A Tudor inh,PGK inhibitor,BLM helicase inh,POLI inh,GLS inhibitor,Pin1 inh,HP1b chromo inh,G9a block,BAZ2B inh,structure
-13.0%,1.4%,0.0%,-8.1%,u,-3.6%,13.3%,-0.2%,3.7%,CCCCN(CC)Cc1ccc(CNC(=S)Nc2ccccc2F)o1
-10.3%,0.0%,-6.9%,21.8%,-2.1%,0.3%,x,42.0%,-27.1%,COc1ccc(CCN(C)C(=O)c2c(C)nn(CC(C)C)c2Cl)cc1OC
u,1.6%,-0.7%,22.4%,4.0%,20.8%,14.8%,-34.5%[12.7 µM],-0.1%,CCCCn1c(NC(=O)CC)c(C#N)c2nc3ccccc3nc21

Next records follow.
JMJD2A Tudor inh,PGK inhibitor,BLM helicase inh,POLI inh,GLS inhibitor,Pin1 inh,HP1b chromo inh,G9a block,BAZ2B inh,structure
-0.7%&-28.3%,-11.9%&-3.2%,1.3%,6.4%&-15.8%,22.0%&25.0%,-8.1%&-1.6%,22.1%&24.1%,11.7%,-4.4%,CCOC(=O)N1CCC(Nc2c(NCCN3CCN(c4ccccc4F)CC3)c(=O)c2=O)CC1
-29.7%,-3.9%,0.3%,14.5%,3.9%,3.2%,38.7%,4.9%[59 µM],-2.1%,Cc1cc(C)cc(NC(=O)c2cnc3sc(N4CCCC4)nn3c2=O)c1
-8.6%,-9.0%,2.1%,2.8%,1.7%,-6.3%,18.0%,-6.2%[2.33 µM],3.9%,Cc1cccc(NC(=O)C2CC(O)CN2C(=O)OCc2ccccc2)c1 (centres undefined)
u,4.0%,-2.9%,-9.2%,11.7%,8.1%,-21.7%,-4.1%[59 µM],-33.7%,C=Cc1ccc(Cn2c(C)c(CNCc3ccc(SC)cc3)c(C(=O)O)c2C)cc1
-6.8%,3.6%,x,27.6%,1.5%,-4.0%,-3.2%,x,x,Cc1cccc(NC(=O)c2cccc(S(=O)(=O)Nc3c(C)n(C)n(-c4ccccc4)c3=O)c2)c1
-8.9%,2.2%,-9.3%,15.0%,8.1%,0.7%,48.0%,10.9%[59 µM],-5.2%,Cc1ccc(S(=O)(=O)CC(=O)NC(C)(C)C)cc1
-17.8%,x,2.4%,u,4.2%,u,17.8%,u,0.0%,CC(/C=C/C=C/c1ccccc1)=N/NC(=O)CNc1ccc(C)cc1
-7.9%,-6.7%,-9.8%,5.7%,2.8%,1.8%,39.3%,4.7%[12.7 µM],-3.5%,COC(=O)c1ccc(Cl)c(NC(=O)NC2CCCCC2)c1
-8.1%,1.7%,-3.5%,15.4%,-7.4%,-0.7%,21.9%,0.1%[59 µM],-10.7%,Cc1ccc(Cl)cc1NC(=O)CCCn1c(=O)c2cccn2c2cccnc21
-21.9%,-1.9%,-6.7%,5.0%,-4.4%,-5.5%,53.2%[activator],15.9%,-11.8%,CC(=O)NCC(=O)NC1CCCc2c1cnn2-c1ccc(C(C)(C)C)cc1 (centres undefined)
-23.1%,-5.6%,-2.5%,14.5%,-2.9%,-11.7%,24.8%,-27.4%,-21.1%,COc1ccc(C2c3[nH]c4ccccc4c3C[C@H]3C(=O)N(C)CC(=O)N23)cc1OC (some centres undefined)
-27.5%,3.4%,-7.2%,u,3.9%,-1.1%,-4.6%,3.16µM*,-27.0%,Cc1ccc2nsnc2c1NC(=S)NC(=O)c1ccco1
0.0%,i,-3.0%,27.8%,-0.6%,10.6%,39.5%[activator],8.3%[59 µM],-15.7%,COc1ccccc1NC(=O)c1ccc2c(Cl)c3c(nc2c1)CCCC3
-13.7%,10.0%,-0.4%,27.4%,0.3%,-4.1%,30.9%,46.2%,-5.5%,Fc1ccc(-c2ccc(NCCN3CCOCC3)nn2)cc1
-9.2%,-8.6%,-1.8%,44.8%[activator],-5.9%,-5.1%,45.8%[activator],3.3%,-29.9%,O=C(NC1CCN(C(=O)Nc2ccccc2Cl)CC1)c1ccco1
u,-22.0%,-25.2%,20µM*,-1.5%,u,u,-11.5%[59 µM],44.7µM*,CCc1ccc(OCC(=O)N/N=C\c2ccco2)c([N+](=O)[O-])c1
-17.9%,i,x,45.4%[activator],0.8%,2.4%,29.9%[57 µM],x,x,Cc1cc(C(=O)OCC(=O)Nc2ccccc2Br)c(C)o1
14.5%,-6.7%,-1.2%,-1.0%,-3.6%,3.6%,26.8%,-31.4%[59 µM],u,Cc1cc(NC(=O)CCC(=O)N(Cc2cccs2)C(C(=O)NC2CCCC2)c2ccncc2)no1 (centres undefined)
-31.0%,-19.0%,-12.6%,50.1µM*,-3.6%,-4.7%,-24.6%,u,u,COc1ccc(S(=O)(=O)N(CC(=O)NCc2ccco2)c2ccccc2OC)cc1
-14.7%,-7.3%,-5.0%,2.6%,2.2%,11.5%,14.9%,15.3%,-23.1%,Cc1c(C(=O)N2CCN(c3ccccc3)CC2)oc2c(F)cccc12

Compound activity (PubChem)

This is a subset. The share of hits here may be higher or lower than overall.
